Assay outcomes as filed in PubChem.
GPR151 ag = activates the human receptor GPR151 | Q8TDV0 | PathHunter beta-arrestin GPR151 cells, luminescence | activation, % at 11.2 µM | 1% of 650,000 active | AID 1508602; in the data active = activation above about 4.9%;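 note: 0% = median of compound wells and 100% = cells with positive control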
Target sequence (Q8TDV0 whole entry, looked up): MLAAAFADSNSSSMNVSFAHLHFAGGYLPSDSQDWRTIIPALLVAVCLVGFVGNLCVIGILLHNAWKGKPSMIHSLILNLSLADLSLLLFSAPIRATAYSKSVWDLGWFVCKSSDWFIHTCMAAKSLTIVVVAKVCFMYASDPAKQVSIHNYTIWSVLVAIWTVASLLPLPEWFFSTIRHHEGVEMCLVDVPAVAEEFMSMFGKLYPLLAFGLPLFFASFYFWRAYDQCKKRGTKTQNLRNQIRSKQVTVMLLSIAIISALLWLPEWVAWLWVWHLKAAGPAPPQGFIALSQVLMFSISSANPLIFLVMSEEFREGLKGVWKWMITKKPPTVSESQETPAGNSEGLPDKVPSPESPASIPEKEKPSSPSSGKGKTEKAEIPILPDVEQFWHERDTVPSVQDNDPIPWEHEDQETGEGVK
MITF inh = inhibitors of human MITF; AID 1259374; inhibition, % at 2.6 µM; AlphaScreen MITF homodimerization, bead proximity signal; 0.91% of 650,000 active; O75030; in the data active = inhibition above about 50%;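 note: 0% = vehicle wells with protein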
Target sequence (O75030 whole entry, looked up): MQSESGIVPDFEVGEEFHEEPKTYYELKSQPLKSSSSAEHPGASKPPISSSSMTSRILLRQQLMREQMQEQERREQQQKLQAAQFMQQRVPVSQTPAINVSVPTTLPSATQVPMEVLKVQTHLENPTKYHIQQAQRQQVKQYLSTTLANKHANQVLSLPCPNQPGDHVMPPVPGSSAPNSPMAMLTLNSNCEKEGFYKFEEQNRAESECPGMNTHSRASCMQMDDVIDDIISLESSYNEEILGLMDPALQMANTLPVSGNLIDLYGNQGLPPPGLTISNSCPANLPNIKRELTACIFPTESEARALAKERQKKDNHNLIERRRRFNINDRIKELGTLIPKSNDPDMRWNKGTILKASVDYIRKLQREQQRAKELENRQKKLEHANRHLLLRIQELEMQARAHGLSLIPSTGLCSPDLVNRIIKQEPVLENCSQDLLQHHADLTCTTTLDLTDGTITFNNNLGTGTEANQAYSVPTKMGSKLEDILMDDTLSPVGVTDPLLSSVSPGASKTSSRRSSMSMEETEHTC
FBW7 act = activators of human E3 ligase FBW7; AlphaScreen FBW7–phospho-cyclin E peptide binding, activator screen; normalized activity (activation), % at 26.1 µM; Q969H0; 0.13% of 650,000 active; in the data active = normalized activity above about 1.9%;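 note: purified mutant Fbw7 with reduced substrate affinity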
TEAD-YAP block = TEAD-YAP interaction inhibition | 1.4% of 640,000 active | HEK-TIYL cells, TEAD-Gal4/YAP UAS-luciferase luminescence | inhibition, % at 9.12 µM; in the data active = inhibition above about 32%;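 note: 0% = median of test compound wells and 100% = reference inhibitor wells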
Starred values were filed as active, the others as inactive. Compounds as they come. About 3.4% of those tested had a hit in this group.

SMILES | GPR151 ag | MITF inh | FBW7 act | TEAD-YAP block
O=c1[nH]cnc2c1nc1n2CCCCC1 | 0.1 | 22 | -0.1 | -3
Cc1c(NS(=O)(=O)c2ccc(C(C)(C)C)cc2)c(=O)n(-c2ccccc2)n1C | 0.0 | -7 | -0.1 | -2
CCOC(=O)c1sc(NC(=S)NC(=O)c2ccc(Cl)cc2)nc1C | -0.5 | 8 | -0.1 | -13
O=C(CSc1nc2ccccc2o1)Nc1ccc(N2CCOCC2)c(Cl)c1 | 0.6 | 13 | 0.7 | -31
O=[N+]([O-])c1ccc(N2CCN(c3ccccc3Cl)CC2)cn1 | 0.7 | 1 | 0.6 | -14
COc1cc(Br)c(OCC(=O)N/N=C/c2ccccc2)c(Br)c1 | 0.0 | 15 | -0.1 | 10
C=CCn1c(=S)[nH]c2cc(C(=O)Nc3ccc(Oc4ccccc4)cc3)ccc2c1=O | -1.3 | -2 | 0.0 | 4
CC1=C(C#N)c2nc(N)c(C#N)c(C)c2/C1=C\c1cccs1 | 5.4* | -2 | 0.0 | -7
CCOC(=O)c1c(NC(=O)CN2CCCCCC2)sc2c1CCCCC2 | -0.9 | 2 | 0.1 | 5
CN(CCc1ccccn1)c1ncnc2c1nnn2Cc1ccccc1F | 0.1 | -7 | 0.0 | 3
COc1cc(C2C3=C(COC3=O)Nc3ccc4ccccc4c32)ccc1O (stereo unspecified) | 2.5 | -28 | -0.2 | 56*
CCNC(=S)N1CCn2cccc2C1c1ccccc1F (stereo unspecified) | 0.3 | 4 | 0.2 | 3
COc1cccc(CNC(=O)C(=O)Nc2ccc(C(C)C)cc2)c1 | 1.3 | 24 | 0.0 | -5
CCCCOc1ccc(C(=O)N/C(=C/c2cccc([N+](=O)[O-])c2)C(=O)NCCCO)cc1 | 2.7 | -11 | -0.5 | 7
CCN(CC)C(=O)Nc1cc(NC(=O)N(CC)CC)c(C)nc1C | -0.5 | 0 | 0.0 | -7
CCN1C(=O)/C(=C/C=C2\N(CC)c3ccc(-c4ccccc4)cc3C2(C)C)SC1=Nc1ccc(C)cc1 | 0.9 | -2 | -0.1 | -1
Cn1nc(-c2ccnc(Nc3ccc(N4CCOCC4)cc3)c2)cc1NC(=O)Cc1ccccc1 | 3.1 | -7 | -0.2 | 19
COC(=O)c1c(NC(=O)CCCOc2cccc(C)c2)sc2c1CCCC2 | -1.1 | -5 | -0.1 | 2
C=CCn1c(SCC(=O)N2CCCC2)nnc1-c1ccccc1O | -0.3 | -5 | -0.1 | -4
COCCN(CCOC)S(=O)(=O)c1ccc(C(=O)Nc2ccc(S(N)(=O)=O)cc2)cc1 | 3.5 | 8 | 0.1 | -4
O=C(ON1C(=O)c2cccc3cccc(c23)C1=O)c1ccccc1F | 1.2 | -6 | -0.1 | 4
COC(=O)CSc1ccc2nnc(CCNS(=O)(=O)c3ccccc3)n2n1 | -0.6 | 7 | 0.2 | 3
COc1ccc(C(=O)Nc2nnc(-c3cc(C)ccc3C)o2)c(OC)c1 | -1.5 | 0 | -0.1 | -4
Nc1nonc1N=NN(CC(=O)N/N=C/c1ccccc1)c1nonc1N | 1.7 | -3 | 0.3 | 0
O=C(Nc1ccc(F)c(Cl)c1)c1cc(-c2ccc(Br)cc2)nc2ccccc12 | -0.8 | -3 | -0.1 | 5

The list goes on, starting with the last 6 of the part before.
SMILES | GPR151 ag | MITF inh | FBW7 act | TEAD-YAP block
COCCN(CCOC)S(=O)(=O)c1ccc(C(=O)Nc2ccc(S(N)(=O)=O)cc2)cc1 | 3.5 | 8 | 0.1 | -4
O=C(ON1C(=O)c2cccc3cccc(c23)C1=O)c1ccccc1F | 1.2 | -6 | -0.1 | 4
COC(=O)CSc1ccc2nnc(CCNS(=O)(=O)c3ccccc3)n2n1 | -0.6 | 7 | 0.2 | 3
COc1ccc(C(=O)Nc2nnc(-c3cc(C)ccc3C)o2)c(OC)c1 | -1.5 | 0 | -0.1 | -4
Nc1nonc1N=NN(CC(=O)N/N=C/c1ccccc1)c1nonc1N | 1.7 | -3 | 0.3 | 0
O=C(Nc1ccc(F)c(Cl)c1)c1cc(-c2ccc(Br)cc2)nc2ccccc12 | -0.8 | -3 | -0.1 | 5
Cc1ccn(C(=O)c2ccc(NC(=O)CC(C)C)cc2)n1 | 0.5 | 16 | 1.0 | -6
C=CCn1cc(C=C2C(=O)N(C)C(=S)N(C)C2=O)c2ccccc21 | 1.3 | 17 | 0.0 | -10
CN(C(=O)CCS(=O)(=O)c1ccc2c(c1)SCC(=O)N2)C1CCCCC1 | -1.5 | 13 | 0.5 | 7
COc1cc(/C=C2/C(=N)N3N=C(CC(C)C)SC3=NC2=O)cc(Cl)c1OCCOc1ccc(C)cc1C | 0.8 | 0 | 0.1 | -4
Cc1ccc(Cl)cc1-n1c(SCc2cccc(Br)c2)nc2[nH]ncc2c1=O | -0.9 | 3 | -0.1 | -4
N#Cc1ccccc1COc1ccc(/C=c2\sc3nc4ccccc4n3c2=O)cc1 | 1.2 | 1 | 0.6 | -3
Cc1nnc(-c2ccc(NCC3CCCO3)c([N+](=O)[O-])c2)o1 (stereo unspecified) | 2.2 | 11 | -0.2 | -18
Cc1cc(N2C(=O)C3C4C=CC(C4)C3C2=O)ccc1Br (stereo unspecified) | -1.6 | -10 | -0.1 | 3
CCCNC(=O)c1c(OC)cccc1OC | 1.5 | 17 | 0.0 | -2
C=C(Cl)COc1nc2cc(F)ccc2cc1CN[C@H](C(N)=O)C(C)C | 0.5 | 3 | 0.0 | 3
COCCNc1nc2nonc2nc1N1CCCC1c1nccs1 (stereo unspecified) | 1.4 | -5 | 0.0 | -3
NS(=O)(=O)c1ccc(NCc2c(F)cccc2Cl)cc1 | 1.3 | -16 | 0.8 | 0
CC(=O)Nc1cc2[nH]c(=O)cc(C)c2cc1C | 0.5 | -10 | -0.3 | -7
CC1(C)CC(CCNC(=O)c2ccccc2C(=O)O)(Cc2ccccc2)CCO1 (stereo unspecified) | -0.3 | -9 | -0.1 | -10
COc1ccc(/C=N/NC(=O)c2ccc(F)cc2)cc1OC | -0.2 | 11 | 0.0 | -43
COc1ccc2c(c1)c(C(=O)CCl)c(C)n2C | -0.4 | 2 | -0.1 | 7
Cc1ccc(NC(=O)CN2CCC(n3nnc4ccccc43)CC2)cc1Cl | -0.6 | 20 | 0.1 | -4
Cn1c(Nc2ncc(C(=O)NCCOc3ccccc3)s2)nc2ccccc21 | 0.2 | 1 | 0.0 | 7
O=C(NC1CCCCCC1)c1cc(S(=O)(=O)N2CCOCC2)ccc1Sc1ccc(F)cc1 | 0.8 | -4 | 0.1 | 2
COc1cccc(NC(=O)c2ccc(-c3ccccc3)nc2N(C)C)c1 | 0.1 | -14 | -0.2 | 4
CC(C)n1cnc2c(NCc3cccc(C(F)(F)F)c3)nc(Cl)nc21 | -0.5 | 4 | 0.2 | 0
CCOC(=O)c1c(NC(=O)c2cc(-c3ccc(Br)cc3)nc3ccccc23)sc2c1CCC2 | 0.3 | -3 | -0.1 | -5
Nc1cc(=O)[nH]c(=O)n1Cc1ccco1 | 2.7 | 0 | -0.2 | 5
O=c1/c(=C/c2cn(Cc3ccccc3Cl)c3ccccc23)sc2nc3ccccc3n12 | -0.6 | -16 | 0.1 | 3
Cc1ccc(S(=O)(=O)NC(=NC(CC(=O)O)C(=O)O)c2ccccc2)cc1 (stereo unspecified) | 2.3 | -1 | 0.1 | 9

Three compounds already listed, ordered by heavy-atom count, high to low.
SMILES | GPR151 ag | MITF inh | FBW7 act | TEAD-YAP block
N#Cc1ccccc1COc1ccc(/C=c2\sc3nc4ccccc4n3c2=O)cc1 | 1.2 | 1 | 0.6 | -3
Cc1ccc(NC(=O)CN2CCC(n3nnc4ccccc43)CC2)cc1Cl | -0.6 | 20 | 0.1 | -4
CC(=O)Nc1cc2[nH]c(=O)cc(C)c2cc1C | 0.5 | -10 | -0.3 | -7

(cont.)
SMILES | GPR151 ag | MITF inh | FBW7 act | TEAD-YAP block
Cc1c(C(=O)N2CCN(c3ccccc3F)CC2)sc2ncnc(N3CCCCC3)c12 | 0.4 | 4 | -0.1 | 5
CCC(C)CC(=O)N1CCC(C2(Cc3cccc(F)c3)NC(=O)N(CCOC)C2=O)CC1 (stereo unspecified) | 0.7 | 6 | 0.1 | 3
COc1ccc(/C(O)=C2/C(=O)C(=O)N(CCCN3CCOCC3)C2c2ccccc2F)cc1 (stereo unspecified) | 1.1 | -10 | 0.0 | -4
O=C(CCCCCN1C(=O)c2ccccc2C1=O)Nc1ncn[nH]1 | 0.0 | 8 | 0.0 | 5
O=C(CSc1ccc(-c2ccco2)nn1)N1CCCc2ccccc21 | 1.7 | 6 | 0.1 | 9
CC1(C)CC2CC(C)(CN2c2ccc(N3C(=O)CCCC3=O)cc2[N+](=O)[O-])C1 (stereo unspecified) | -1.8 | 11 | 0.1 | -8
C/C(CC(=O)Nc1ccccn1)=N\NC(=O)C1CCCCC1 | 0.5 | -3 | -1.3 | 4
CCOc1ccc(NC(=O)CNC(=O)c2nn(-c3ccc(OC)cc3)c(=O)c3ccccc23)cc1 | 0.2 | -1 | 0.1 | 7
O=c1oc2c(CN3CCCC3)c(O)ccc2cc1-c1nc2ccccc2s1 | -1.0 | -13 | 0.1 | -9
O=C(NCC1CCCO1)C(=O)NCC1CCCN1S(=O)(=O)c1ccccc1 (stereo unspecified) | -2.3 | 15 | 0.2 | 0
CCC(C)N1C(=O)/C(=C2/C(=O)N(CC)c3ccccc32)SC1=S (stereo unspecified) | -0.7 | 8 | 0.0 | -4
C/C(=N/NC(=O)CNC(=O)c1ccccc1F)c1ccc2c(c1)CCCC2 | 1.0 | -7 | -0.1 | -2
Cc1ccc(N2CC(C(=O)N/N=C/c3cccc([N+](=O)[O-])c3)CC2=O)cc1 (stereo unspecified) | 0.0 | 14 | 0.0 | 7
CCOC(=O)CCC(=O)NCC1CN(c2ccc(F)cc2)C(=O)O1 (stereo unspecified) | -0.5 | 15 | 0.4 | 4
COc1cccc(C2C(C#N)=C(N)N(N(C)C)C3=C2C(=O)CC(c2ccccc2)C3)c1 (stereo unspecified) | -0.8 | -20 | -0.1 | 4
O=C(c1nc2sccn2c1CN1CCN(Cc2cccs2)CC1)N1CCCC1 | 2.7 | -10 | -0.1 | 1
CC1(C)CC2(CCO1)OC(=O)CC2C(=O)Nc1ccc([N+](=O)[O-])cc1 (stereo unspecified) | -0.1 | 8 | -0.1 | 6
O=C(CSc1cn(Cc2ccccc2Cl)c2ccccc12)NCc1ccco1 | -0.3 | 4 | 0.0 | -2
COc1ccc(NC(=S)N(Cc2ccccc2)Cc2ccc(C)o2)cc1 | -1.1 | 13 | 0.0 | 6
COc1ccc(-n2c(SCC(=O)c3ccc(Cl)cc3)nc3ccccc3c2=O)cc1 | -1.2 | 10 | -0.2 | 10
CC(=O)c1cccc(NC(=O)CC(C)S(=O)(=O)c2ccc3c(c2)OCC(=O)N3)c1 (stereo unspecified) | 1.4 | -113 | 0.0 | 1
O=C(/C=C/c1ccccc1)N1CCc2ccccc21 | -5.6 | 6 | 0.3 | 66*
CCN(CC)Cc1c(-c2ccccc2)[nH]c2ccc(C)cc2c1=O | -0.4 | 20 | 0.1 | 2
Cc1cc(Cl)cc(Nc2ncnc3sc4c(c23)CCCC4)c1 | 1.4 | 7 | -0.1 | 9
COc1ccc(CNC(CC(=O)c2ccc(F)cc2)C(=O)O)cc1 (stereo unspecified) | -1.2 | -10 | -0.1 | 4

(continued)
SMILES | GPR151 ag | MITF inh | FBW7 act | TEAD-YAP block
Cn1cc(-c2nc(-c3ccccc3)no2)c(=O)c2cc(F)c(N3CCCCC3)cc21 | -1.7 | -19 | 0.4 | -10
COCCNc1ccc2ncc(-c3cccc(/C=C/C(=O)O)c3)n2n1 | -0.5 | -7 | -0.3 | -11
CCN1CCN(c2cc(C)c3cc(NC(=S)N4CCOCC4)ccc3n2)CC1 | 0.4 | -2 | -0.2 | -16
O=C(Nc1nc2ccccc2[nH]1)C12CC3CC(CC(C3)C1)C2 | -0.7 | -1 | -0.1 | -21
CC(C)NC(=O)c1ccccc1NS(=O)(=O)c1ccc(F)cc1 | -1.5 | 7 | -0.1 | -4
CCOC(=O)c1ccc(NC(=O)/C(C#N)=C/c2cc(OC)ccc2O)cc1 | 1.1 | -8 | 0.1 | 10
CCOc1ccc(C(c2nnnn2CCOC)N2CCN(C3CCCCC3)CC2)cc1 (stereo unspecified) | 0.0 | 10 | -0.1 | -4
CC(C)(C)c1ccc(S(=O)(=O)N2CCN(c3ccc(F)cc3)CC2)cc1 | 2.4 | 11 | 0.1 | 12
CCOC(=O)N1CCc2[nH]c3ccc(C)cc3c2C1 | 2.3 | 16 | 0.0 | 8
CSc1cccc2sc(N(Cc3cccnc3)C(=O)/C=C/c3ccccc3)nc12 | -2.7 | 2 | 0.0 | 7
Cc1cccc(OCC(=O)NNC(=O)COc2cc(C)c(Cl)c(C)c2)c1 | 0.7 | -6 | -0.2 | -2
Clc1cccc(Nc2nc(Cl)nc(N3CCOCC3)n2)c1 | -0.3 | 1 | -0.1 | -9
